HCV inh = qHTS Assay for Inhibitors of Hepatitis C Virus (HCV). Huh7.5.1 HCVcc-Cre infection, luciferase reporter, 44 h. Potency, µM (series often up to 41.8 µM), inactives show top-dose activity change, negative = inhibition, hits mostly inhibitors. 340,000 compounds, 3.4% hits; note: potency is the fitted concentration of half-maximal effect
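Luciferase read-out (15 sec integration) after a 15 min room-temperature substrate step quantifies HCVcc-Cre infection. Cells, 1,000 per well, had compound added 4 h post-plating, then virus at ~0.5 moi, and were cultured 44 h.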
AMA1 RON2 block = qHTS for Inhibitors of AMA1-RON; Towards Development of Antimalarial Drug Lead: Primary Screen | Potency, µM (doses to about 58.2 µM), without a hit: top-dose activity change, negative = inhibition, most hits filed as inhibitors | AID 720542, 2013 | Plasmodium falciparum AMA1 (3D7) - RON2 peptide interaction | AlphaScreen AMA1-biotinylated RON2 peptide binding | 360,000 compounds, 0.2% hits;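 note: potency is the fitted concentration of half-maximal effect; 0% = vehicle wells and -100% = peptide control; nearly all actives have a fitted effect of over 45% in size; some results filed as inactive show a strong effect at the top dose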
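AMA1 (3D7) with his tag at 25 nM final met compounds first, then biotinylated RON2 peptide at 25 nM; detection used donor plus acceptor beads, 10 µg/mL apiece, read by AlphaScreen after 30 min at room temperature.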
AmpC no deterg = qHTS Inhibitors of AmpC Beta-Lactamase (assay without detergent); Potency, µM (highest dose often 57.1 µM), without a hit: at the highest dose activity change, negative = inhibition, hits mostly inhibitors; AmpC nitrocefin hydrolysis, absorbance 480 nm, 0.0001% Triton; P00811; 330,000 compounds, 0.52% hits;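 note: potency is the fitted concentration of half-maximal effect; plate controls were no compound for no effect and no enzyme for full effect; nearly all actives have a fitted effect of over 20% in size; some results filed as inactive show a strong effect at the top dose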
Target sequence (P00811 whole entry, looked up): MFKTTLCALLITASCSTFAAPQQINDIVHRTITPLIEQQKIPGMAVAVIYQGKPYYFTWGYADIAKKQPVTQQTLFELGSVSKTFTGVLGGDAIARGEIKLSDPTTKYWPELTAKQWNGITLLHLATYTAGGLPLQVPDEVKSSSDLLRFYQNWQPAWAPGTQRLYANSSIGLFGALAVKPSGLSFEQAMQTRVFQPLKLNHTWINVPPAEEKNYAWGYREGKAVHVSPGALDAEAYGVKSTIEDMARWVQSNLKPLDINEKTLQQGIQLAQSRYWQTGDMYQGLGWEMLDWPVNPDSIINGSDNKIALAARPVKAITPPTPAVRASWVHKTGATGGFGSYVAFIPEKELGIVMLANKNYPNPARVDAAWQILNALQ
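AmpC (5.3 nM in the dispensed reagent) in 20 mM phosphate pH 7.0 with 0.01% (detergent screen) or 0.0001% Triton X-100 was preincubated with compounds for 15 min at room temperature. Nitrocefin was then added from an 800 uM solution, and hydrolysis was followed at 480 nm.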
Tb PYK inh = qHTS of Trypanosoma Brucei Inhibitors. TbPYK enzyme, Kinase-Glo Plus ATP luminescence, 45 min. Potency, µM (doses to about 76.8 µM), inactives show at the top dose activity, negative = inhibition, actives largely listed as inhibitors. 410,000 compounds, 0.12% hits. AID 624173, 2012; note: potency is the fitted concentration of half-maximal effect; nearly all actives have a fitted effect of over 50% in size
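Readout: single end-point luminescence (Kinase-Glo Plus, 10 min). Reaction conditions were TbPYK/substrate plus 130 uM ADP, 45 min at RT, pH 7.2 TEA buffer. No-enzyme wells served as controls, and data were normalized before concentration-response fitting.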
HCMV inh = qHTS Assay for inhibitors of the human cytomegalovirus (HCMV) | HFF cells, HCMV-luciferase reporter, 72 h; hits give low values | activity change, negative = inhibition, % at 57.5 µM | 410,000 compounds, 4.5% hits; in the data active = activity change below about -60%; inconclusive = no clear call, values can overlap the other calls; inactive = above about -39%
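Human foreskin fibroblasts infected with luciferase-reporter HCMV at MOI 1 PFU/cell, compounds at two doses. Luciferase measured 72 h post infection; normalized to buffer-only basal and Salinomycin (10uM) controls.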
AmpC detergent = qHTS Inhibitors of AmpC Beta-Lactamase (assay with detergent); P00811; Potency, µM (highest dose often 114 µM), without a hit: top-dose activity change, negative = inhibition, most hits filed as inhibitors; 370,000 compounds, 0.041% hits; AmpC hydrolysis of nitrocefin, absorbance 480 nm, 0.01% Triton;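 note: potency is the fitted concentration of half-maximal effect; 0% = no-compound wells and -100% = no-enzyme wells; nearly all actives have a fitted effect of over 25% in size; some results filed as inactive show a strong effect at the top dose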
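20 mM phosphate pH 7.0 + 0.01% (detergent screen) or 0.0001% Triton X-100; 5.3 nM AmpC reagent; cpd preinc 15 min RT; nitrocefin (800 uM stock) to start; A480 q20 s × 4 min; Activity was normalised to no-enzyme and no-compound control wells.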
LmPK inhibitor = qHTS Assay for Inhibitors of Leishmania Mexicana Pyruvate Kinase (LmPK); Q27686; purified LmPK, Kinase-Glo ATP luminescence, 1 h; Potency, µM (highest dose often 57.5 µM), without a hit: top-dose activity change, negative = inhibition, hits mostly inhibitors; 290,000 compounds, 0.37% hits; note: potency is the fitted concentration of half-maximal effect
Target sequence (Q27686 whole entry, looked up): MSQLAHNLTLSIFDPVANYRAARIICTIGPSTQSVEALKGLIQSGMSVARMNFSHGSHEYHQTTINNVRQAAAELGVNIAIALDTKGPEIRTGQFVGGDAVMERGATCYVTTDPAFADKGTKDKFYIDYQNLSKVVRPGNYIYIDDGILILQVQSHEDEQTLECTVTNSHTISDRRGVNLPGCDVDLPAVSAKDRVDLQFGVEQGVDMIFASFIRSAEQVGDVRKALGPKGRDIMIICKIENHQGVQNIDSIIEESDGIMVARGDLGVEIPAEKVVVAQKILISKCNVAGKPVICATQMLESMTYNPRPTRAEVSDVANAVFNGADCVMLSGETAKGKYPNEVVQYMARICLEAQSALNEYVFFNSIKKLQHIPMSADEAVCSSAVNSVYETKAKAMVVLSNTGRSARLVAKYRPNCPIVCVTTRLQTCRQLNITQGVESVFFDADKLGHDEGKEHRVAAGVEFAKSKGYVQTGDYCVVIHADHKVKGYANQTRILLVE
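0.1 nM LmPK, 0.5 mM PEP, 0.1 mM ADP; 50 mM imidazole pH 7.2, 7 mM MgCl2, 50 mM KCl; 1 h RT. Kinase-Glo luminescence readout, normalized to no-enzyme (full inhibition) and uninhibited wells.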
Starred values were filed as active, the others as inactive; ? = inconclusive; nt = no result given; & = joins results of further samples; [ ] = remark or other dose. Unless noted, calls come from the whole dose curve; as a rule, active = well fitted curve in the direction sought with a large enough effect; inconclusive = small, poorly fitted or top-dose-only effect, or another doubt; inactive = no such curve, though single readings can be large; an effect the other way counts as inactive or inconclusive. Unless noted, % is set by controls: 0 for no effect and ±100 for the full control effect.

#1 CCOc1cc(C(=O)Oc2cc(C)[nH]c(=O)c2[N+](=O)[O-])cc(OCC)c1OCC
#2 COCCNC(=O)c1cc2c(s1)-c1ccc(Cl)cc1SC2
#3 Cc1cc(C)nc(N/N=C/c2ccccc2OCC(=O)O)n1
#4 CCOC(=O)C(Cc1ccccc1)NC(=O)CCc1c(C)nc2c(c(C)nn2-c2ccc(C)c(C)c2)c1C (stereo not drawn)
#5 CCOc1ccc(CN(C)Cc2cc(=O)oc3c(C)c(C)ccc23)cc1OC
#6 Cn1c(CCNC(=O)c2cccs2)n[nH]c1=S

Screen / compound no.,1,2,3,4,5,6
HCV inh,6%,?,4%,nt,11µM*,4%
AMA1 RON2 block,1%,-8%,52%[activator],nt,-21%,5%
AmpC no deterg,-11%,72%[activator],-20%,nt,nt,-28%
Tb PYK inh,1%,4%,-4%,-1%,-6%,-12%
HCMV inh,24,84,39,36,-15,-16
AmpC detergent,-1%,0%,1%,4%,nt,-4%
LmPK inhibitor,0%,2%,0%,nt,nt,1%

#7 N/C(=N\OC(=O)Oc1ccccc1)c1ccc(Br)cc1
#8 O=C1CC2(CCOCC2)Oc2ccc3ccccc3c21
#9 CCn1c(CNC(=O)C2CCCCC2)cc2ccccc21
#10 CCOC(=O)n1c(=O)oc2cc(S(=O)(=O)N3CCOCC3)ccc21
#11 CS(=O)(=O)N(CC(=O)N1CCc2ccccc2C1)c1ccc2c(c1)OCO2
#12 CC1=NN(C(=O)COc2ccccc2C)C(O)(c2ccc(Cl)cc2)C1 (stereo not drawn)

Screen / compound no.,7,8,9,10,11,12
HCV inh,16%,-3%,0%,17%,7%,-19%
AMA1 RON2 block,2%,-2%,2%,1%,-8%,67%[activator]
AmpC no deterg,-4%,nt,-7%,-36%,-1%,-16%
Tb PYK inh,1%,0%,-3%,-11%,-9%,0%
HCMV inh,42,-2,33,-27,-5,-16
AmpC detergent,-1%,nt,-3%,?,-14%,4%
LmPK inhibitor,-12%,nt,1%,0%,2%,1%

#13 CC(C)CCNS(=O)(=O)c1cc2c3c(c1)CCN3C(=O)CC2
#14 CNc1nc(N)c([N+](=O)[O-])c(N2CCCCCC2)n1
#15 CCn1c(O)c(/C=N/NC(=O)c2ccccc2)c(=O)n(CC)c1=S
#16 CN(Cc1ccccc1)S(=O)(=O)c1ccc(Cl)c(C(=O)N2CCC(C(N)=O)CC2)c1
#17 Oc1ccc(/C=N/Nc2ccc3ccccc3c2)c(O)c1
#18 O=C(CNC(=O)c1cccnc1)N/N=C/c1cc(Br)c(O)c(Br)c1

Screen / compound no.,13,14,15,16,17,18
HCV inh,10%,-15%,-12%,15%,?,10%
AMA1 RON2 block,5%,14%,102%[activator],9%,35%,61%[activator]
AmpC no deterg,-5%,-19%,-42%,24%,-45%,-3%
Tb PYK inh,1%,4%,-1%,4%,-13%,-7%
HCMV inh,14,-13,73,?,83,-3
AmpC detergent,?,5%,2%,nt,-10%,-8%
LmPK inhibitor,-3%,7%,-1%,nt,-5%,-2%

#19 O=C(CN1CCCC1c1cccs1)N1CCN(S(=O)(=O)c2ccccc2)CC1 (stereo not drawn)
#20 CN(C)S(=O)(=O)c1cccc(-c2cn3cccnc3n2)c1
#21 CCNS(=O)(=O)c1ccc(CCC(=O)Nc2ccccc2)cc1
#22 Cc1nc(SCC(=O)NC2CCCCC2C)nc(C)c1C (stereo not drawn)
#23 O=C(N/N=C/c1ccc([N+](=O)[O-])cc1)c1c[nH]c2ccccc12
#24 COC(=O)c1cc(NC(=O)CN(c2cccc(OC)c2)S(=O)(=O)c2ccccc2)ccc1Cl

Screen / compound no.,19,20,21,22,23,24
HCV inh,10%,0%,4%,7%,-28%,?
AMA1 RON2 block,10%,3%,-6%,-7%,-8%,4%
AmpC no deterg,41%,-6%,-5%[2.29 µM],-5%,-26%[11.4 µM],-23%
Tb PYK inh,-1%,12%,0%,2%,0%,-10%
HCMV inh,-23,-8,-11,-22,-25,?
AmpC detergent,0%,4%,?,nt,?,-12%
LmPK inhibitor,nt,4%,0%,nt,6%,4%

#25 Cc1cc(C)n2nc(C(=O)N3CCCC(N4CCN(c5ccccc5C)CC4)C3)cc2n1 (stereo not drawn)
#26 COc1ccc(N=Cc2c(O)n(-c3ccc(OC)cc3)c(=O)c3ccccc23)cc1
#27 CC(CC(=O)Nc1ccc(Br)cc1F)S(=O)(=O)c1ccc2c(c1)NC(=O)CO2 (stereo not drawn)
#28 Cc1cccc2c(C(=O)O)cc(-c3cccnc3)nc12
#29 CCOC(=O)N1CCC(N2CCCC(C(=O)c3cccc(OC(C)C)c3)C2)CC1 (stereo not drawn)
#30 O=C(O)Cn1c(=O)c2c3c(sc2n(Cc2ccc(F)cc2)c1=O)CCCC3

Screen / compound no.,25,26,27,28,29,30
HCV inh,?,-13%,-3%,-6%,-1%,?
AMA1 RON2 block,19%,0%,-6%,15%,-14%,-2%
AmpC no deterg,150%[activator],-9%,-30%,106%[activator],92%[activator],-8%
Tb PYK inh,0%,-4%,2%&2%,1%,2%,1%
HCMV inh,-13,-11,-20&-24,-21,9,-6
AmpC detergent,1%,7%,-1%&3%,-11%,-11%,0%
LmPK inhibitor,-3%,2%,0%,3%,-6%,-3%

#31 O=C1C2C(C(=O)N1c1ccc3c(c1)OCO3)C1C=CC2C12CC2 (stereo not drawn)
#32 Cc1cc(NC(=O)CSc2nnnn2C2CCCC2)no1
#33 O=C(NCc1ccc2c(c1)OCO2)c1nc(S(=O)(=O)Cc2ccccc2F)ncc1Cl
#34 CCC(NS(=O)(=O)c1c(C)[nH]c(=O)[nH]c1=O)C12CC3CC(CC(C3)C1)C2 (stereo not drawn)
#35 CS(=O)(=O)N(CC(=O)Nc1ccc(Cl)c(Cl)c1)C1CCCCC1
#36 CCN(C[C@H]1N[C@@](C)(C(=O)OC)[C@H]2C(=O)N(C)C(=O)[C@@H]12)C(=O)Nc1ccccc1

Screen / compound no.,31,32,33,34,35,36
HCV inh,13%,8%,1%,8%,?,11%
AMA1 RON2 block,4%,33%[activator],-5%,-15%,-1%,-2%
AmpC no deterg,-26%,-31%,-31%,-20%,2%,-22%
Tb PYK inh,1%,1%,0%,-5%,9%,-1%
HCMV inh,-18,-30,-80*,-6,14,23
AmpC detergent,?,?,-2%,-1%,2%,nt
LmPK inhibitor,0%,2%,-3%,-12%,3%,nt

Whole records from above:
CS(=O)(=O)N(CC(=O)Nc1ccc(Cl)c(Cl)c1)C1CCCCC1 is listed with HCV inh: ?; AMA1 RON2 block: -1%; AmpC no deterg: 2%; Tb PYK inh: 9%; HCMV inh: 14; AmpC detergent: 2%; LmPK inhibitor: 3%
O=C1C2C(C(=O)N1c1ccc3c(c1)OCO3)C1C=CC2C12CC2 (stereo not drawn) is listed with HCV inh: 13%; AMA1 RON2 block: 4%; AmpC no deterg: -26%; Tb PYK inh: 1%; HCMV inh: -18; AmpC detergent: ?; LmPK inhibitor: 0%
CCC(NS(=O)(=O)c1c(C)[nH]c(=O)[nH]c1=O)C12CC3CC(CC(C3)C1)C2 (stereo not drawn) is listed with HCV inh: 8%; AMA1 RON2 block: -15%; AmpC no deterg: -20%; Tb PYK inh: -5%; HCMV inh: -6; AmpC detergent: -1%; LmPK inhibitor: -12%

Additional compounds follow:
#37 Cc1oc(-c2ccc(-c3ccccc3)cc2)nc1CN(CCO)C(C)C
#38 CC(=O)Nc1nc(-c2ccc(Br)s2)cs1
#39 O=C(NC1CCCN(CCc2ccccc2)C1)C1CCCC1 (stereo not drawn)
#40 O=C(Nc1ccc(NC(=O)c2ccccc2Br)cc1)c1ccccc1
#41 CCc1ccc(CN(C)C(=O)c2cc(COc3cccc4cnccc34)on2)cc1
#42 CSc1ccccc1NC(=O)CN(C)C(=O)CNc1ccc(C(F)(F)F)cc1[N+](=O)[O-]

Screen / compound no.,37,38,39,40,41,42
HCV inh,?,?,6%,-25%,7.9µM*,10%
AMA1 RON2 block,-6%,-5%,6%,-2%,-6%,57%[activator]
AmpC no deterg,65%[activator],-22%,-32%,-35%,19%,-30%
Tb PYK inh,-2%,-1%,0%,-11%,-1%,0%
HCMV inh,40,6,58,11,-99*,0
AmpC detergent,-18%,11%,1%,?,-1%,4%
LmPK inhibitor,6%,3%,3%,0%,-1%,nt

#43 CC(C)Oc1ccc(CN2CCC2(C)C(=O)Nc2cccc3cccnc23)cc1 (stereo not drawn)
#44 CCCS(=O)(=O)N1CCC(C(=O)NCCN(C)Cc2ccccc2)CC1
#45 CC1=C(c2ccc(C)c(C)c2)S(=O)(=O)N=C1N1CCC(C(=O)Nc2cccc(F)c2)CC1
#46 CCOC(=O)N1CCC(NC(=O)C2CCCN(C(=O)N3CCOc4ccccc43)C2)CC1 (stereo not drawn)
#47 COc1ccc(OC)c(/C=C2\SC(=S)N(NS(=O)(=O)c3ccc(C)cc3)C2=O)c1
#48 CCOc1ccc2c(c1)sc(=NC(=O)C1CC1)n2C
#49 COc1ccc(OCc2nnc(SCC(=O)N3CCCCC3)o2)cc1
#50 CCC(C)[C@H](NC(=O)C1CC(=O)N(c2ccc3c(c2)OCCO3)C1)C(=O)NC1CCCC1 (stereo partly drawn)

Screen / compound no.,43,44,45,46,47,48,49,50
HCV inh,nt,16%,nt,0%,15%,-21%,16%,-1%
AMA1 RON2 block,80%[activator],3%,nt,-4%,-2%,-17%,1%,-7%
AmpC no deterg,nt,-2%,nt,47%,-15%,nt,-3%,-2%
Tb PYK inh,3%,-7%,4%,5%,-2%,2%,2%,-1%
HCMV inh,-78*,-5,-25,-33,8,77,-15,36
AmpC detergent,nt,-11%,-2%,?,3%,-5%,-3%,-6%
LmPK inhibitor,nt,0%,nt,3%,5%,-3%,1%,9%

Screens as filed in PubChem.
